MEKK2 mut-MEK5: signal of MEK5 binding to mutant human MEKK2 PB1 domain; hit rate 0.35% among 290,000; bead flow cytometry, Alexa488-MEK5 binding to MEKK2 mutant; AID 1530; percent response, % at 10 µM; in the data active = percent response above about 24%, passing the limit was not always enough; note: inactives centre near 1; some results filed as inactive read as strong as hits
VIM-2 inh: inhibitors of Pseudomonas aeruginosa VIM-2 metallo-beta-lactamase; purified VIM-2, nitrocefin hydrolysis, epi-absorbance fluorescence; inhibition, % at 5.6 µM; hit rate 0.89% among 290,000; AID 1527;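 active = inhibition above the mean of all tested compounds plus 3 SD, cutoff set per screening run, cut at about 7.5% in these data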;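 note: red hydrolysis product quenches plate fluorescence so inhibitors raise well fluorescence; 0% = enzyme with DMSO and 100% = DMSO without enzyme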
NS3 helicase inh: inhibitors of Hepatitis C virus NS3 helicase. NS3 helicase DNA unwinding, Cy5 molecular beacon fluorescence. inhibition, % at 10.9 µM. hit rate 0.56% among 290,000;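 active = inhibition above the mean of all tested compounds plus 3 SD, set per campaign, cut at about 35% in these data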;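 note: 0% = DMSO wells and 100% = thioflavine S control wells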
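Material: hepatitis C virus NS3 helicase domain fragment enzyme; measured by: Cy5 fluorescence, 0 and 60 min reads; control set: DMSO and thioflavine S; incubation: 60 min unwinding reaction at 25 °C after ATP addition; read-out basis: % inhibition from 60/0 min fluorescence ratio, DMSO 0%, thioflavine S 100%; repeats: singlicate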
PfM18AAP inh: blocks P. falciparum M18 aspartyl aminopeptidase; hit rate 1.2% among 290,000; AID 1822; inhibition, % at 7.35 µM; recombinant PfM18AAP, H-Glu-NHMec fluorogenic cleavage;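 active = inhibition above the campaign mean inhibition over all tested compounds plus 3 SD, cut at about 28% in these data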;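 note: 0% = plate median of test compound wells and 100% = 2 mM ZnCl2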
IMP-1 inhibitor: blocks Pseudomonas aeruginosa IMP-1 metallo-beta-lactamase | purified IMP-1, nitrocefin hydrolysis, epi-absorbance fluorescence | inhibition, % at 5.6 µM | hit rate 0.45% among 290,000;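 active = inhibition above the mean plus 3 SD of all compounds in the same screening run, cut at about 4.5% in these data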;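 note: 0% = IMP-1 with DMSO and 100% = DMSO wells lacking enzyme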
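System: purified IMP-1 / Input: IMP-1 dispensed at 0.2 nM / Medium: 50 mM HEPES pH 7.1, 50 µM ZnSO4, 0.05% Brij 35 / Timing: 15 min enzyme–compound preincubation, then 25 min nitrocefin reaction, 25 °C / Technique: plate fluorescence quenching by hydrolysis product, ex 480/em 530 nm / Repeats: singlicate testing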
MEKK2wt PB1 HTS: raises or lowers MEK5 binding to wildtype human MEKK2 PB1 domain; Q9Y2U5; bead flow cytometry, Alexa488-MEK5 binding to MEKK2 WT; actives lie on both sides; hit rate 1.1% among 290,000; binding response (% of control), % at 10 µM; in the data active = binding response below about 67% or above about 130%
FID counter: counter-screen for HCV NS3 helicase inhibitors: DNA intercalator displacement. inhibition, % at 7.9 µM. DNA fluorescent intercalator displacement, fluorescence. AID 1845. hit rate 0.17% among 290,000; in the data active = inhibition above about 37%;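 note: 0% = vehicle and 100% = reference compound; higher means more ethidium bromide displaced from hairpin DNA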
NALP1 inh: blocks the NALP1 inflammasome reconstituted in yeast; hit rate 0.61% among 280,000; S. cerevisiae NALP1/ASC/caspase-1 growth, X-gal OD620, 72 h; inhibition, % at 10 µM; in the data active = inhibition mostly above about 24%, no sharp cut-off; inactive = mostly below about 32%; note: some compounds called inactive have numbers as strong as hits
UBC9 SUMO inh: SUMOylation inhibition. HTRF SUMOylation assay, SAE1/SAE2 + UBC9, in vitro. inhibition, % at 35 µM. hit rate 0.36% among 290,000. AID 2006; in the data active = inhibition above about 50%, passing the limit was not always enough; note: strong numbers were not always called active
Target sequence (P63279 whole entry, looked up): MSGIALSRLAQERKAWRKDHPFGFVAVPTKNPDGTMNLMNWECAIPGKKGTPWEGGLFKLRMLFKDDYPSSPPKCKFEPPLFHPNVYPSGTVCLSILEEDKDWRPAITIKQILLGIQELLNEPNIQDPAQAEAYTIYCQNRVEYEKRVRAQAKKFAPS
Active calls of the source: *; nt = not tested or not shown.

SMILES	MEKK2 mut-MEK5	VIM-2 inh	NS3 helicase inh	PfM18AAP inh	IMP-1 inhibitor	MEKK2wt PB1 HTS	FID counter	NALP1 inh	UBC9 SUMO inh
CCCC1=NN2C(=N)/C(=C\c3cc(C)n(-c4cc(C)cc(C)c4)c3C)C(=O)N=C2S1	-1	0.6	19	5	-0.4	100	-18	7	22
CS(=O)(=O)NCCSCc1ccc(Cl)cc1	-2	-2.0	-13	0	-0.6	94	-5	15	9
c1ccc(CN(Cc2ccco2)C(c2ccncc2)c2nnnn2C2CCCC2)cc1 (stereo not drawn)	4	-2.0	2	22	-2.6	103	-6	34	6
CC1=CC(=C(C#N)c2nc3ccccc3s2)C=C(C)N1Cc1ccco1	-6	-1.2	-8	-3	-0.7	87	5	13	6
CCCCn1c(N)c(N(CCOC)C(=O)CN(C)S(=O)(=O)c2ccc(Cl)cc2)c(=O)[nH]c1=O	4	-1.4	-1	2	-1.8	103	-13	10	16
Cc1nc2ccccc2c(=O)n1/N=C/C=C/c1ccccc1	0	-3.1	10	-4	-1.4	97	-6	-6	20
CCOc1ccc(C)cc1S(=O)(=O)Nc1cccnc1	3	-1.6	2	-10	-2.4	110	-1	nt	nt
COC(=O)c1[nH]c(C)c(/C(O)=C2\C(=O)C(=O)N(CCN(C)C)C2c2ccc(C)o2)c1C (stereo not drawn)	-7	-2.4	-1	7	-3.2	92	3	17	12
Cc1ccc(C(=O)NCCN(C)C)c(C)c1	1	-2.4	10	2	-3.9	105	5	9	14
Cc1ccc(NC(=O)CN2C(=O)NC(C)(c3ccccc3)C2=O)c(C)c1 (stereo not drawn)	-1	0.8	11	4	1.9	104	-13	17	-9
C=CCn1c(C)c(C(C)=O)c(N2CCCC2)nc1=S	11	5.4	1	-2	-5.2	115	-3	-4	28
COC(=O)c1cc(NC2c3ccccc3C(=O)N2c2ccc(Cl)cn2)cc(C(=O)OC)c1 (stereo not drawn)	3	-2.0	1	0	-2.5	103	4	15	-16
CCC(C)(C)NC(=O)c1ccc(Sc2nncn2C)c([N+](=O)[O-])c1	-1	-2.5	7	-4	-0.7	107	-3	34	8
CSc1nc(=S)cc(C)[nH]1	-27	2.6	8	43*	0.0	79	-16	-2	9
Cc1cccc2c1NC(=O)C21N2CCCC2C(C(=O)c2ccc3ccccc3c2)C12C(=O)Nc1ccccc12 (stereo not drawn)	-25	2.9	-11	3	0.0	65	-14	nt	-6
CN(C(=O)c1ccccc1C(=O)c1ccccc1)C1CCS(=O)(=O)C1 (stereo not drawn)	-3	0.9	-2	-10	-3.1	90	-5	11	-10
Cc1cccc(NC(=O)COC(=O)c2cc3ccccc3oc2=O)c1	2	-2.5	8	4	-2.5	105	1	-4	4
Cc1ccc(C(C)C)cc1S(=O)(=O)NCc1ccccn1	15	-2.8	6	3	-3.8	108	-23	-8	14
CN1CC(=O)N/C1=N\C(=O)Nc1ccc2c(c1)N(C)C(=O)CS2	-4	-4.2	-2	0	-5.5	92	-3	-5	25
CC(=O)Nc1ccc(C(=O)CSc2nnc(C)o2)cc1	9	0.9	-2	-14	-0.6	111	1	-4	22
O=C(O)c1cccc(CN2C(=O)S/C(=C/c3cccc([N+](=O)[O-])c3)C2=O)c1	7	-1.8	5	5	-4.1	104	-33	nt	15
O=C(Nc1cccnc1Cl)c1cc(-c2ccc(Br)cc2)on1	0	-2.4	14	-9	-4.8	95	-3	11	9
CC1CCN(C(=O)COC(=O)c2cc3ccccc3cc2O)CC1	0	-2.7	6	10	-4.3	96	-19	18	12
Cc1ccc(NC(=S)Nc2ccc(S(=O)(=O)Nc3ncccn3)cc2)cc1Cl	-2	-2.9	-1	7	-1.3	102	-3	2	2
O=C(c1ccc(=O)oc1)N1CCCc2ccccc21	5	-0.5	4	13	-1.1	103	-5	3	28

Further entries follow.
SMILES	MEKK2 mut-MEK5	VIM-2 inh	NS3 helicase inh	PfM18AAP inh	IMP-1 inhibitor	MEKK2wt PB1 HTS	FID counter	NALP1 inh	UBC9 SUMO inh
CCc1cccc(CC)c1C(O)c1cccnc1 (stereo not drawn)	1	-2.0	-10	-8	-1.7	95	-14	20	-29
CC(C)(C)c1ccc(N/N=C(\C#N)S(=O)(=O)C(C)(C)C)cc1	-2	-2.0	16	1	-3.9	100	-9	19	-3
CCOC(=O)N1CCN(C(=O)c2ccccc2NC(=O)c2ccc(OC)cc2)CC1	-8	0.2	3	-4	-2.4	93	-16	23	22
Cc1cc(NS(=O)(=O)c2ccccc2)c([N+](=O)[O-])cc1C	-2	2.2	1	-11	-1.9	96	0	29	2
COC(=O)c1ccc(COc2cc(O)c3c(c2)OC(C)(C)CC3=O)cc1	9	-3.5	-2	1	-2.4	107	-4	3	-19
Cc1ccccc1/C=N/N1CCN(c2ccccc2)CC1	-2	-1.4	2	2	-3.2	98	-1	16	-6
COc1ccc(-n2cnnc2SCC(=O)Nc2cc(S(=O)(=O)N3CCCCC3)ccc2C)cc1	2	-0.6	-8	-13	-1.6	111	-15	21	-7
CCOC(=O)N1CCC(Nc2c(OCC)c(=O)c2=O)CC1	4	-2.8	6	-4	-4.4	108	1	5	4
CC(C)(C)CC(=O)Nc1ccc(Nc2ccccc2)cc1	4	-5.9	11	2	-3.0	102	-6	-2	-12
COC(=O)c1cc(Cl)c(NS(=O)(=O)c2ccccc2)cc1OC	7	-2.8	11	-3	-3.4	107	-1	19	24
CC(=O)c1cc(-c2ccccc2)n(CC(=O)NCc2cccs2)c1C	-39	-1.7	-6	-3	-2.5	96	-13	13	10
CN1CCN(c2nc(-c3ccc(Cl)cc3)nc3ccccc23)CC1	2	3.3	-50	15	3.2	125	39*	11	-6
CCN1CCN(c2ccc(NC(=O)c3cccnc3)cc2Cl)CC1	-5	2.5	1	-2	-1.3	99	7	19	19
CC(C)c1nnc(NC(=O)c2cccnc2)s1	10	-0.7	1	5	-2.6	101	-4	35	1
CC(C)C[C@H](NC(=O)N1c2ccccc2NC(=O)[C@@H]1C(C)C)C(=O)N[C@@H](Cc1ccccc1)C(=O)O	3	-3.3	4	2	-3.2	102	-31	-16	1
Cc1onc(-c2ccccc2)c1C(=O)Nc1nnc(CC(C)C)s1	-5	-2.5	-1	-2	-1.5	96	-31	18	0
O=C(C[n+]1ccccc1)Nc1nc2ccccc2s1	-1	-2.0	7	-6	-1.5	95	-4	9	-7
COc1ccccc1NC(=O)CSc1nnnn1-c1ccc(C(=O)O)cc1	-5	-2.2	-6	11	-1.5	98	0	3	0
Cc1cc(N2CCN(C/C=C/c3ccccc3)CC2)n2ncnc2n1	3	2.2	0	-10	-2.6	99	-15	10	27
CC(C)(C)c1ccc(COC(=O)CNC(=O)CNC(=O)Cc2ccccc2)cc1	2	-1.7	-4	3	-2.4	102	-34	11	3
COc1ccc(-c2nsc(C(=O)N(c3ccc(F)cc3)C(C(=O)NC3CCCC3)c3ccc(OC)cc3)c2N)cc1 (stereo not drawn)	0	1.4	-2	0	0.0	99	6	-7	1
O=C(COC(=O)CCCNC(=O)c1ccc(Cl)cc1)NCc1ccccc1Cl	nt	-1.1	-1	-1	-5.2	nt	-28	-8	-11
CCC(C)NC(=O)Cn1c(=O)n(CCCC(=O)NCc2ccccc2Cl)c(=O)c2ccccc21 (stereo not drawn)	-1	-3.3	-1	5	-3.5	90	-4	12	19
Cc1nc(NC(=O)CC(C)C)sc1-c1csc(Nc2ccc(Cl)cc2Cl)n1	-1	-0.1	-9	-3	0.3	103	2	-12	-2
Cc1nnc(SCC(=O)Nc2ccc(N(C)C)cc2)n(N)c1=O	-1	-0.2	-5	3	-4.5	97	3	-2	-12

Next part
SMILES	MEKK2 mut-MEK5	VIM-2 inh	NS3 helicase inh	PfM18AAP inh	IMP-1 inhibitor	MEKK2wt PB1 HTS	FID counter	NALP1 inh	UBC9 SUMO inh
COc1ccc(N2CCN(C(=O)CCC(=O)N3CC(C)Oc4ccc(C)cc43)CC2)cc1 (stereo not drawn)	-2	-1.0	13	13	-0.6	101	-51	-8	-6
N#C/C(=C(/O)C(Cl)c1ccccc1)c1nc2ccccc2s1 (stereo not drawn)	2	-1.9	2	1	-0.8	98	4	16	-8
O=C(O)/C=C/c1cn(-c2ccccc2)nc1-c1cc2ccccc2o1	3	0.0	0	5	-2.2	97	-12	-4	51*
O=[N+]([O-])c1ccc(Cl)cc1NCCCN1CCOCC1	0	-3.6	14	3	-3.8	105	11	22	14
COc1ccc(-c2nnc(SCC(=O)NC3CCCC3)n2C)cc1	3	-2.3	-6	1	-4.2	103	-16	-18	2
C=CCn1c(SCC(=O)Nc2ccccc2-c2ccccc2)nc2cc(C(=O)O)ccc2c1=O	-3	1.0	6	-8	-0.8	92	-28	2	-2
O=c1c(-c2ccccc2Cl)coc2c(CN3CCCCC3)c(O)ccc12	5	-0.3	-2	1	-1.2	105	-2	11	42
O=C(CSc1ccccc1)Nc1ccc2sccc2c1	4	-1.2	-6	0	-2.0	102	-7	12	11
COc1cc(NC(=O)C2CC2)c(OC)cc1NC(=O)c1ccco1	0	-0.1	12	-3	-3.4	103	-14	4	1
COc1cc(/C=N/Nc2nc(C)cc(=O)[nH]2)cc(OC)c1O	2	0.2	2	42*	0.4	103	4	14	-11
COc1ccccc1NCC(=O)N/N=C/C=C/c1ccccc1	3	-5.5	4	1	-4.4	96	-6	3	15
Cc1ccccc1NC(=O)CSc1nnc(Cc2cccn2C)n1-c1ccc(F)cc1	-3	-3.8	2	-1	-3.3	94	-35	24	4
COc1ccc(CCNC(=O)c2ccc(CS(=O)Cc3ccc(C)cc3)o2)cc1OC (stereo not drawn)	0	0.9	-6	-16	1.9	101	-51	16	11
COc1ccc(/C=N/Nc2nc(-c3ccc(Cl)cc3)cc(C(F)(F)F)n2)cc1OC	4	-1.5	-6	0	-3.8	120	-19	28	-13
Cc1ccc(NC(=O)Nn2cnnc2)cc1Cl	3	-2.5	0	69*	-2.9	97	-5	12	44
N#C/C(=C\c1ccc(-c2ccccc2[N+](=O)[O-])o1)C(=O)Nc1nc(-c2cccs2)cs1	23	-1.3	26	4	-2.0	119	-6	11	28
COc1ccc(NC(=S)N2CCN(c3ccccn3)CC2)cc1	0	-6.3	-7	0	-4.5	110	-4	21	15
Cc1noc(C)c1CSc1nc2ccccc2n1CCc1ccccc1	-2	-3.4	-14	2	-4.1	98	-23	6	0
O=C(CN(C(=O)CCC(=O)Nc1ccccn1)c1ccc(F)cc1)NCc1ccc(F)cc1	-2	-0.1	9	-1	-0.6	101	-27	-4	-1
CS(=O)(=O)N(CC(=O)Nc1ccc(S(=O)(=O)N2CCOCC2)cc1)c1ccccc1Cl	-7	-3.5	3	-6	-2.8	96	3	1	13

Screens from PubChem.
